Assay outcomes: PubChem BioAssay, several laboratories
TNAP act DEA: human TNAP enzyme activators, primary screen, biochemical, luminescent, intermediate phosphate acceptor level. activation factor at 20 µM. 64,000 tested, under 10 active. AID 813, 2007. Alkaline phosphatase, tissue-nonspecific isozyme (Homo sapiens), P05186. purified TNAP, CDP-star luminescence, 100 mM DEA, 30 min; stronger effect = higher value; scale: 0 levamisole-inhibited, 1 vehicle-only enzyme;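 active = activation factor of at least 2 at 20 µM, relative to controls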
Target sequence (P05186 whole entry, looked up): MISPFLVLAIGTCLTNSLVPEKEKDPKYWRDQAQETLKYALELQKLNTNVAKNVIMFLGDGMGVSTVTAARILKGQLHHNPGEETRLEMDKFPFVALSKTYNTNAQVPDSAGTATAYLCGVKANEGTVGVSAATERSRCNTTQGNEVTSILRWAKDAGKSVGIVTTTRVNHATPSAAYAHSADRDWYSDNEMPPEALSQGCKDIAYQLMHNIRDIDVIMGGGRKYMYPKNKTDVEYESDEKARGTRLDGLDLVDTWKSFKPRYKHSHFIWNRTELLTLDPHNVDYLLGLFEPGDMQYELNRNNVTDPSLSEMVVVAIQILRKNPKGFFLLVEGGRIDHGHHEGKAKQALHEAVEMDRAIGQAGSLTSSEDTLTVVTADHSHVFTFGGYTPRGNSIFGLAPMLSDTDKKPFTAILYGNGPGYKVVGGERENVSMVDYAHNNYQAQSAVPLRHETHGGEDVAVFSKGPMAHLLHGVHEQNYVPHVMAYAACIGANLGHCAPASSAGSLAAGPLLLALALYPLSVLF
HTR1A agonist: human 5-HT1a receptor agonists, primary screen, cell-based, CHO, Ga15 NFAT-bla reporter; hit rate 0.56% among 65,000; 5-hydroxytryptamine receptor 1A (Homo sapiens), P08908; CHO 5-HT1a Ga15 NFAT-bla reporter, FRET ratio; 0% basal, 100% maximal reference agonist; activation, % at 10 µM; AID 567, 2006;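 active = activation above the screen-wide mean activation plus 3 SD, cut at about 19% in these data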;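 also: 0% = DMSO wells and 100% = 5-CT at EC100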
A340 absorber: compound light absorbance at 340 nm, profiling panel, artefact control, biochemical, MLSMR library, data from PS, PMK, MK assays; compound absorbance at 340 nm, fold over control; AID 708, 2007; fold change at 10 µM; 65,000 tested, under 10 active;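 active = at 10 µM dose, initial 340 nm absorbance at least 2 fold that of control wells; inactive = change under 2 fold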;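 also: initial absorbance extrapolated from kinetic A340 decline of NADH oxidation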
SF1 activator: activators of human SF-1, primary screen, cell-based, CHO-K1, Gal4-SF-1 LBD, luciferase luminescence; Steroidogenic factor 1 (Homo sapiens), Q13285; CHO-K1 Gal4-SF-1 LBD luciferase reporter; % increase over DMSO SF-1-specific signal; activation, % at 10 µM; hit rate 1.9% among 65,000;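 active = activation above the mean activation of all tested compounds plus 3 SD, cut at about 50% in these data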
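Test system: transient Gal4-SF-1 LBD reporter, CHO-K1; Amount: 4,000 CHO-K1 cells per well; Doses: 10 µM only; Timing: compound exposure 20 h at 37 °C; Signal: luciferase light emission; Read-out basis: percent activation relative to DMSO median and mock-transfected background; Control set: DMSO negative control and −SF1 background wells; Replicates: one test per compound.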
RORa activator: activators of orphan receptor RORA, primary screen, cell-based, luminescence; Nuclear receptor ROR-alpha (Homo sapiens), P35398; activation, % at 10 µM; CHO-K1 Gal4-RORA LBD luciferase reporter; percent increase over mock-subtracted basal signal; hit rate 1.5% among 65,000;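 active = activation above the mean of all tested compounds plus 3 SD, cut at about 49% in these data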;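 also: 0% = DMSO-treated RORA cells and 100% = added signal equal to DMSO minus mock-transfected cells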
Target sequence (P35398 whole entry, looked up, the tested form may be a part): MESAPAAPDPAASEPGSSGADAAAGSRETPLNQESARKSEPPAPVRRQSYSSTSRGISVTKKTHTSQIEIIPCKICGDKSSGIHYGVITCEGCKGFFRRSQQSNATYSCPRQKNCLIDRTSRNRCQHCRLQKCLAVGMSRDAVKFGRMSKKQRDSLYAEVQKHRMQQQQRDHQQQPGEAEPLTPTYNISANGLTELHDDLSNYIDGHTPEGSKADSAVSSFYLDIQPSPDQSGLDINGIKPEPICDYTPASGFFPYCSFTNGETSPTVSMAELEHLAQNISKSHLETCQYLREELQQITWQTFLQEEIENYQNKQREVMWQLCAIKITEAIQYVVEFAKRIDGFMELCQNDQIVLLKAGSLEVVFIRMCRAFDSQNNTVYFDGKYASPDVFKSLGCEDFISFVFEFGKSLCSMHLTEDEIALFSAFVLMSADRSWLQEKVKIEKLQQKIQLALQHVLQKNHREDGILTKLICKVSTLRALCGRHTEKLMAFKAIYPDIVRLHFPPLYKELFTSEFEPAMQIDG
5HT1a antag: human 5-HT1a receptor antagonists, primary screen, cell-based, CHO, Ga15 NFAT-bla reporter; 5-hydroxytryptamine receptor 1A (Homo sapiens), P08908; CHO 5-HT1a Ga15 NFAT-bla reporter, antagonist mode; inhibition, % at 10 µM; hit rate 0.68% among 62,000; AID 612, 2007;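 active = inhibition above the mean of all tested compounds plus 3 SD, cut at about 43% in these data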;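 also: receptor stimulated by 5-CT agonist at 100 nM near EC80; beta-lactamase reporter measured by ratiometric fluorescence of a cleavable substrate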
NADH coupling: inhibitors of PK/LDH coupling enzymes, profiling panel, artefact control, biochemical, MLSMR library | coupled PK/LDH NADH assays, four targets | IC50, µM (top dose mostly 10 µM), for the others: at the top dose inhibition | hit rate 0.02% among 65,000 | AID 774, 2007;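 active = single-dose screening hits from any of four coupled enzyme assays that gave an IC50 when retested across doses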;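 also: the DPM-DC format reads NADH fluorescence rather than 340 nm absorbance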
MMP-13 inhibitor: human MMP13 inhibitors, primary screen, biochemical, FRET peptide cleavage. Collagenase 3 (Homo sapiens), P45452. MMP-13 fTHP FRET cleavage, Mca fluorescence. inhibition, % at 4 µM. hit rate 0.07% among 65,000;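 active = inhibition above the mean of compound-free control plate wells plus 3 SD, cut at about 14% in these data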;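 also: 0% = DMSO wells and 100% = wells with reference MMP-13 inhibitor after basal subtraction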
Autofluor 339: intrinsic fluorescence of library compounds, ex339/em460 – biochemical, MLSMR library, data from DPM-DC assay, artefact control, profiling panel. AID 709, 2007. compound autofluorescence, ex339/em460 nm, NADH buffer; stronger effect = higher value; 1 = no-compound wells, NADH background. fluorescence fold increase at 10 µM. hit rate 5.5% among 65,000;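 active = at 10 µM, mean starting fluorescence two-fold or more over control wells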;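 also: signal is the first read of a kinetic run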
* = called active by the depositor; . = no result given. Compounds were not picked by outcome; any-hit rate near 8.9%.

| # | molecule | TNAP act DEA | HTR1A agonist | A340 absorber | SF1 activator | RORa activator | 5HT1a antag | NADH coupling | MMP-13 inhibitor | Autofluor 339 |
| --- | --- | --- | --- | --- | --- | --- | --- | --- | --- | --- |
| 1 | Cc1c(C(=O)NCc2ccccn2)oc2ccccc12 | 0.9 | 1.4 | 1 | 17 | 4 | -5 | 3% | 2 | 1 |
| 2 | O=c1c2oc3ccccc3c2ncn1Cc1ccccc1Cl | 0.9 | 1.9 | 1.1 | 4 | 20 | -5 | 2% | 8 | 1.1 |
| 3 | O=C(CSc1nccn1-c1ccccc1)NCc1ccc2c(c1)OCO2 | 0.9 | -2.8 | 1 | 7 | 1 | -6 | 4% | 0 | 0.95 |
| 4 | CCCCCc1c(C)nc(Nc2ccccc2)[nH]c1=O | 0.9 | -0.2 | 0.98 | -22 | -13 | 11 | 1% | 3 | 1.2 |
| 5 | Cc1ccc(-c2csc3nnc(SCc4csc(C)n4)n23)cc1 | 1 | 0.3 | 1 | -4 | -11 | -1 | 9% | 3 | 1.1 |
| 6 | O=Nc1c2nc3ccccc3n(O)c-2c2ccccc12 | 1 | 1.8 | 1.1 | 0 | -4 | -20 | 9% | -1 | 1.1 |
| 7 | N#Cc1cc(C(=O)c2cc(Cl)ccc2O)cn(CC2CCCO2)c1=O (configuration not stated) | 0.9 | -1.1 | 1.1 | -10 | 6 | 13 | 8% | -35 | 1.1 |
| 8 | CCc1nnc(NC(=O)CN2CCN(c3nc(-c4ccccc4)cs3)CC2)s1 | 0.9 | 1.7 | 1 | -7 | -10 | -15 | 6% | -7 | 1.1 |
| 9 | NC(=O)CN1CCN(C(=O)Nc2ccccc2)CC1 | 1 | -2.6 | 1.1 | 17 | -23 | -6 | 3% | -5 | 1.1 |
| 10 | COC(=O)C(NC(=O)c1ccco1)(Nc1ccc(Br)cn1)C(F)(F)F (configuration not stated) | 0.9 | 1.9 | 1 | 8 | -21 | . | 2% | -4 | 1.1 |
| 11 | O=c1oc2c3c4c(cc2s1)CCCN4CCC3 | 0.8 | . | 1 | . | . | . | 1% | . | 1.1 |
| 12 | CCOC(=O)Cn1cnc2sc3c(c2c1=O)CCC3 | 1 | 1.2 | 1.1 | 2 | -5 | 7 | 7% | 2 | 1.1 |
| 13 | CCOC(=O)c1cn(CC)c2ccc(Br)cc2c1=O | 0.9 | -2.6 | 1.1 | 16 | -8 | -2 | 6% | 6 | 0.98 |
| 14 | Cc1cc(C)n(-c2ccc(C(=O)OCC(=O)NCc3ccco3)cc2)n1 | 0.9 | -0.8 | 1 | -11 | -8 | 2 | 2% | -4 | 0.99 |
| 15 | Cc1nc2ccccc2cc1C(=O)NCc1ccco1 | 0.8 | -3.1 | 0.98 | 5 | 17 | 16 | 3% | 1 | 0.99 |
| 16 | COc1nnc(-c2ccc(N3CCOCC3)c(NC(=O)c3ccco3)c2)c2ccccc12 | 1 | -0.3 | 1 | -11 | -13 | -9 | 4% | 0 | 1.1 |
| 17 | Cc1ccc(S(=O)(=O)N2CCC(C(=O)N[C@H](C(=O)NCc3ccco3)C(C)C)CC2)cc1 | 1 | -1.8 | 1 | -4 | -21 | -3 | 5% | 2 | 1.1 |
| 18 | NC(=O)c1c(NC(=O)Cc2cccs2)sc2c1CCC2 | 0.8 | 0.7 | 1 | 51* | 25 | -23 | 4% | -7 | 1.1 |
| 19 | c1ccc(CCc2ccccc2-c2nc(-c3ccccn3)no2)cc1 | 0.9 | -0.5 | 1.1 | -10 | -2 | -5 | 3% | 4 | 1.2 |
| 20 | O=C(CSc1nnc(-c2ccc(Cl)s2)o1)N1CCc2ccccc21 | 0.9 | -4.7 | 1 | -8 | -11 | 14 | 0% | 10 | 2* |
| 21 | Cn1c(=O)oc2cc(S(=O)(=O)NCCC(=O)Nc3ccc4c(c3)OCCO4)ccc21 | 1 | -0.4 | 0.99 | -8 | 0 | 2 | 3% | 1 | 1.1 |
| 22 | COCCN(C(=O)CNC(=O)c1cccs1)C(C(=O)NC1CCCCC1)c1ccco1 (configuration not stated) | 1.1 | -1.6 | 1 | 3 | 10 | 7 | 9% | -3 | 1.1 |
| 23 | O=c1[nH]c2ccc(S(=O)(=O)N3CCN(C4CCCCC4)CC3)cc2[nH]c1=O | 0.9 | -2.5 | 1 | -5 | 5 | -7 | 2% | -39 | 1.6 |
| 24 | CC(NC(=O)c1ccccc1NC(=O)c1ccco1)C(=O)O (configuration not stated) | 0.8 | -0.7 | 1 | -10 | 2 | -9 | 1% | -5 | 1 |
| 25 | Cc1cc(C)cc(N(C(=O)c2ccc3c(c2)OCO3)C2C=CS(=O)(=O)C2)c1 (configuration not stated) | 1 | 3.1 | 0.99 | 24 | -4 | 9 | 3% | 3 | 1.1 |
| 26 | CC1=C(C(=O)OCC(C)C)C23C(=O)c4ccccc4C2(O1)OC(N)=C3C#N (configuration not stated) | 0.9 | -0.5 | 1.1 | 2 | -11 | 2 | 2% | -5 | 1.1 |
| 27 | COCc1c(C(=O)OCC(=O)N2c3ccccc3NC(=O)C2(C)C)oc2ccccc12 | 0.9 | -3.6 | 1 | 2 | -9 | 2 | 7% | 4 | 1.1 |
| 28 | CCOc1ccc(CNC(=O)C2CCCN(S(C)(=O)=O)C2)cc1OC (configuration not stated) | 0.9 | -1.6 | 1 | -4 | -3 | -4 | 3% | 4 | 1 |
| 29 | O=C(Cn1c(=O)sc2ccccc21)Nc1ccccc1C(=O)O | 1 | -0.6 | 1 | -17 | -21 | 0 | 7% | 3 | 1.1 |
| 30 | COc1ccc(-n2cnnc2SCC(=O)N(C)C2CCS(=O)(=O)C2)cc1 (configuration not stated) | 0.9 | -5.0 | 1 | 3 | -1 | 6 | 6% | -6 | 1.1 |
| 31 | CCn1c(SCC(=O)c2[nH]c(C)c(C(C)=O)c2C)nnc1-c1cccs1 | 0.9 | -2.1 | 1.1 | 6 | 18 | -8 | 11% | -4 | 1.1 |
| 32 | CCc1nc(Sc2nc(C)cc(C)n2)c2oc3ccccc3c2n1 | 1 | -2.0 | 1.1 | -10 | 6 | 27 | 2% | 3 | 1.1 |
| 33 | COC(=O)c1ccc(NS(=O)(=O)c2ccc3c(c2)oc(=O)n3C)cc1 | 0.9 | -1.4 | 1.1 | 11 | 8 | -2 | 7% | 5 | 1.1 |
| 34 | O=C(CN1CCC(n2nnc3cc(C(F)(F)F)ccc32)CC1)Nc1ccc2c(c1)OCCO2 | 0.9 | 1.7 | 0.98 | 20 | 0 | 1 | 4% | 0 | 1.1 |
| 35 | COc1ccc(CNC(=O)C2CCNCC2)cc1 | 0.8 | 0.1 | 1.1 | -3 | 5 | -8 | 4% | 1 | 1.1 |
| 36 | CCOC(=O)Nc1cc(C)c(Cl)cc1OC | 0.9 | -1.0 | 1 | 14 | 2 | -4 | 0% | -6 | 1.1 |
| 37 | COc1ccc(-c2nnc(SCC(=O)Nc3sc4c(c3C#N)CCC4)n2CC2CCCO2)cc1 (configuration not stated) | 0.9 | 2.1 | 1 | 10 | 6 | 1 | 2% | 4 | 1.1 |
| 38 | CC(C)NC(=O)Nc1cccs1 | 0.9 | -0.2 | 0.98 | -4 | -6 | -12 | 3% | 2 | 1 |
| 39 | CCCC(=O)Nc1ccccc1-c1nnn(CC(=O)Nc2ccc(OCC)cc2)n1 | 0.9 | -0.9 | 0.98 | 10 | -4 | 1 | 2% | 0 | 1 |
| 40 | O=C(c1ccc(N2C(=O)C3CC=C(Cl)CC3C2=O)cc1)N1CCCCC1 (configuration not stated) | 0.9 | 0.5 | 1 | -1 | -24 | . | 4% | 4 | 1.1 |
| 41 | Cc1c(C(=O)O)sc2nc3n(c(=O)c12)CCC(C)CC3 (configuration not stated) | 0.9 | 1.3 | 0.99 | 4 | -4 | 13 | 2% | 1 | 1 |
| 42 | Cc1noc(C)c1COc1ccc(C(=O)NCc2ccccn2)cc1 | 0.9 | -1.3 | 0.99 | -2 | 9 | 11 | 5% | -1 | 1.1 |
| 43 | CCOc1cc(C2C3=C(CCCC3=O)N(C)C3=C2C(=O)CCC3)cc(Cl)c1O | 0.8 | 14 | 1 | 5 | -9 | -8 | 3% | -2 | 1.1 |
| 44 | CCOC(=O)N1CCN(C(=O)c2ccccc2NC(=O)c2ccc(OC)cc2)CC1 | 1 | -0.7 | 1 | -6 | -12 | -8 | 3% | 1 | 1 |
| 45 | CC(C)COC(=O)NCCOC(=O)Nc1cccc(Cl)c1 | 0.9 | -3.3 | 0.99 | -16 | -15 | 6 | 6% | 0 | 1.1 |
| 46 | COc1ccc(Nc2nc(N)nc(CN3CCc4ccccc4C3)n2)cc1 | 0.9 | 1.1 | 1 | 3 | 8 | 12 | 0% | 0 | 1.1 |
| 47 | C=CCSc1nc2c(cc1C#N)CCC2 | 0.9 | -3.5 | 1 | 3 | -4 | -4 | 6% | 4 | 1.2 |
| 48 | CCCN1CCCc2cc(CN)ccc21 | 0.9 | -0.9 | 0.98 | -5 | -9 | -11 | 5% | -4 | 1.4 |
| 49 | COc1ccccc1NC(=O)Cc1nn(C)c(=O)c2ccccc12 | 1 | -2.3 | 1 | -43 | -47 | -10 | 6% | 1 | 1.1 |
| 50 | COC(=O)c1ccccc1NC(=O)c1ccc2c(c1)C(=O)N(Cc1ccco1)C2=O | 0.9 | -0.2 | 1.1 | 13 | 17 | -8 | 19% | 3 | 3.1* |
| 51 | CCOC(=O)C1=C(C)Nc2ncnn2C1c1c[nH]c2ccccc12 (configuration not stated) | 1 | -1.4 | 1.1 | 9 | -16 | -11 | 1% | 3 | 1.1 |
| 52 | CC(=O)C1=C(C)NC(SCC(=O)c2ccc(F)cc2)=C(C#N)C1c1ccco1 (configuration not stated) | 0.9 | -4.4 | 1.1 | 24 | 18 | -4 | 5% | -2 | 1.1 |
| 53 | CCCCN1CC(O)=C(c2nc3ccccc3s2)C1=N | 1.1 | -0.3 | 1.1 | 74* | 30 | -2 | 1% | -3 | 1.3 |
| 54 | c1ccc2c(c1)OCC(c1nnc3n1-c1ccccc1SC3)O2 (configuration not stated) | 0.9 | -1.8 | 1 | -10 | -3 | 17 | 2% | 0 | 1.1 |
| 55 | COc1ccccc1NC(=O)N(c1c(N)n(Cc2ccccc2)c(=O)[nH]c1=O)C1CCCC1 | 0.9 | -1.6 | 1 | -6 | -7 | -16 | 9% | 3 | 1.1 |
| 56 | Cc1noc(C(=O)NCc2ccco2)c1Cl | 0.9 | -2.5 | 1.1 | 3 | -4 | -17 | 2% | -2 | 1.1 |
| 57 | CCn1c(C)cc2c(c1=O)C(c1ccncc1)C(C#N)=C(N)O2 (configuration not stated) | 0.9 | -5.8 | 1 | -11 | -15 | -2 | 3% | -7 | 1.2 |
| 58 | CCCn1c(SCC(=O)NCc2ccco2)nnc1C(C)C | 0.9 | -1.3 | 1 | 13 | -3 | 1 | 6% | -10 | 1.1 |
| 59 | Cc1cc(C)cc(OCC(=O)Nc2cccc(-c3nc4ncccc4o3)c2)c1 | 0.9 | -2.6 | 1.1 | 8 | 12 | -13 | 7% | 2 | 1.1 |
